Assay outcomes (PubChem BioAssay)
CXXC DNA block: MLL CXXC-DNA interaction inhibition. Potency, µM (top dose mostly 115 µM), for inactives: at the top dose activity change, negative = inhibition, usual class: inhibitors. MLL-CXXC / FITC-HOXA9 DNA fluorescence polarization. Q03164. 290,000 tested, 0.037% active; active = well fitted inhibition curve with a large enough effect in the polarisation, with a control signal flat, not every such curve was filed as active; inconclusive = small, poorly fitted or top-dose-only effect, or effect the other way, or a change in a side signal; inactive = no such curve, though single readings can be large or run the other way; the % refers to the polarisation; also: potency is read from the fitted curve at half-maximal effect
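Steps: dispense CXXC domain solution (7 uM) → pin compounds or unlabeled HOX-A9 DNA control → 5 min ambient → add FLSN-HOX-A9 solution (50 nM) → spin → 30 min ambient → fluorescence polarization. Tris pH 7.5/NaCl/DTT/BSA buffer.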
B2AR arrestin: agonists driving beta-arrestin recruitment to human beta2-adrenergic receptor. P07550. 330,000 tested, 0.02% active. Potency, µM (top dose mostly 46.1 µM), without a hit: at the top dose activation, actives largely listed as activators. beta-arrestin recruitment to beta2AR, cell-based reporter;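 also: potency is read from the fitted curve at half-maximal effect; 0% = DMSO controls and full agonism = EC100 isoproterenol or metaproterenol; nearly all actives have a fitted effect of over 65% in size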
FBPA coupling cs: coupling enzyme interference in Giardia aldolase counter-screen | coupling enzyme system counterscreen, AmpLite Red fluorescence | activity change, negative = inhibition, % at 58.2 µM, hits read low | 290,000 tested, 0.67% active | AID 2472; in the data active = activity change below about -30%; also: % is scaled to controls: 0 for no effect and ±100 for the full control effect
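Counterscreen of the coupled detection system alone, without aldolase: glyceraldehyde-3-phosphate coupling enzymes plus AmpLite Red readout. Compounds at 57.5 uM final, 10 min RT preincubation, 20 min RT reaction, fluorescence 525/598 nm.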
KCNH2 3.1 block: inhibitors of human KCNH2 3.1 potassium channel isoform; U2OS KCNH2 3.1, thallium flux FluxOr; stronger effect = lower value; activity change, % (tested at about 1.8 µM); 340,000 tested, 0.95% active; AID 720553;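 active = maximum activity change below -70%; inconclusive = maximum activity change from -70% to -50%; inactive = maximum activity change above -50%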;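 also: thallium influx rate constant from kinetic fluorescence after stimulation buffer; % is scaled to controls: 0 for no effect and ±100 for the full control effect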
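U2OS cells transduced with KCNH2 3.1 mutant virus (1.77 x 10^8 /mL, 4 h), plated overnight at 37 C, loaded 45 min with FluxOr dye plus Red40 quencher. Thallium flux rate constant from kinetic reads after stimulation buffer, normalised to controls.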
KCNH2 WT inh: KCNH2 (human, wildtype) channel inhibition; U2OS, BacMam KCNH2, thallium flux FluxOr; stronger effect = lower value; activity change, % at 1.84 µM; 340,000 tested, 0.37% active; AID 720551;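 active = maximum activity change below -70%; inconclusive = maximum activity change between -70% and -50%; inactive = maximum activity change above -50%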; also: % is scaled to controls: 0 for no effect and ±100 for the full control effect
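U2OS cells transduced with wild-type KCNH2 virus are loaded with FluxOr dye for 45 min, and thallium flux is measured in kinetic reads before and after stimulation buffer. Rate constants are normalized to DMSO controls.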
USP2a inh: inhibitors of human ubiquitin-specific protease USP2a; USP2 core, Ub-CHOP2 coupled fluorogenic reporter, 485/531; 330,000 tested, 0.01% active; Potency, µM (doses to about 38.3 µM), for the others: at the highest dose activity change, negative = inhibition, hits mostly inhibitors;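 also: potency is read from the fitted curve at half-maximal effect; plate controls were DMSO wells for no effect and full inhibition by NEM control for full effect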
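Deubiquitinase activity read as fluorescence (485/531 nm) after Ub-CHOP2 cleavage activates the enterokinase reporter on its substrate; USP2 core 10nM, Ub-CHOP2 and substrate 25nM each, 30min compound preincubation then 60min RT; data normalized to NEM, curves fitted.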
PKM2 act: PKM2 (human) enzyme activation; P14618; purified PKM2, Kinase-Glo ATP luminescence, activation; response scale: 0% is enzyme alone, no compound; Potency, µM (highest dose often 57.5 µM), for inactives: at the top dose activation, hits mostly activators; 260,000 tested, 0.34% active; AID 1631; also: potency is read from the fitted curve at half-maximal effect; % is scaled to controls: 0 for no effect and ±100 for the full control effect; nearly all actives have a fitted effect of over 55% in size
Target sequence (P14618 whole entry, looked up): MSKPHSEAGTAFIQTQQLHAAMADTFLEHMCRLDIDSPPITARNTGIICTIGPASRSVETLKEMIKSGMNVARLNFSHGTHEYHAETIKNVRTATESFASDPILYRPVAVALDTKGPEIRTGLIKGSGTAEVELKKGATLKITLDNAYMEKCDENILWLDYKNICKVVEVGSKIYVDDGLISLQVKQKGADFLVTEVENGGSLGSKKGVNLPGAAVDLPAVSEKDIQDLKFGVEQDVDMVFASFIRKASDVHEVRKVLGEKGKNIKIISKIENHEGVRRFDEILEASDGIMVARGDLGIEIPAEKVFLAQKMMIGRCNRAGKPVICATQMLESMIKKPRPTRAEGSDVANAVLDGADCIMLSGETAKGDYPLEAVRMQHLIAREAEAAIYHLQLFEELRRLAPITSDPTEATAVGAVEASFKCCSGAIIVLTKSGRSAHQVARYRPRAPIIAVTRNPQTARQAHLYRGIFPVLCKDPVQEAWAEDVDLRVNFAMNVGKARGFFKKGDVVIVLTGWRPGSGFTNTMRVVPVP
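Purified hPK-M2 (>95% pure) converted ADP (0.1 mM final) to ATP with 0.5 mM PEP in 50 mM imidazole pH7.2, KCl, MgCl2, Tween 20, BSA; 1 h at room temperature. ATP detected by Kinase-Glo luminescence.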
Giardia killer: Giardia lamblia killing. AID 540267. Giardia lamblia trophozoite viability. 340,000 tested, 0.15% active. activity change, % at 7.66 µM, hits read low; in the data active = activity change below about -80%; inconclusive = between about -30% and that limit;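 also: parasites exposed to compound for two days anaerobically before the ATP read; % is scaled to controls: 0 for no effect and ±100 for the full control effect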
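Luminescent ATP signal served as the viability read-out, measured 15-30 min after adding ATP detection reagent to trophozoites that had been incubated with compounds for 48 hrs at 37 deg C anaerobically at 100 cells/well.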
GALK inhibitor: inhibitors of human galactokinase; P51570; 270,000 tested, 0.007% active; Potency, µM (highest dose often 57.5 µM), inactives show at the top dose activity change, negative = inhibition, actives largely listed as inhibitors; Purified GALK, Kinase-Glo residual ATP luminescence; also: potency is read from the fitted curve at half-maximal effect; % is scaled to controls: 0 for no effect and ±100 for the full control effect
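Quantitative HTS: GALK 5 nM, ATP 35 uM, galactose 100 uM, 1 h room temperature, then luciferase-based ATP detection.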
TRPV1 ag: human TRPV1 agonism. activation, % at 8.33 µM. TRPV1-expressing cells, Fluo-8 calcium influx, agonist mode. 320,000 tested, 0.19% active. Q8NER1; in the data active = activation above about 80%; inconclusive = between about 30% and that limit; also: 0% is about no effect
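TRPV1-expressing cells were cultured overnight at 35.5C and loaded with Fluo-8 calcium dye for 40 to 90 min at room temperature. After a 10 s baseline, compound was added and calcium influx was read kinetically for 3 min (ex 480/em 520 nm).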
Menin MLL FP TR: displaces Texas Red mutant MLL peptide from human menin | 270,000 tested, 0.23% active | O00255 | Menin + Texas Red MLL mutant peptide, fluorescence polarization | Potency, µM (top dose mostly 61.6 µM), for the others: at the highest dose FP activity change, negative = inhibition, usual class: inhibitors; active = well fitted inhibition curve with a large enough effect in the polarisation, with a control signal flat, not every such curve was filed as active; inconclusive = small, poorly fitted or top-dose-only effect, or effect the other way, or a change in a side signal; inactive = no such curve, though single readings can be large or run the other way; the % refers to the polarisation; also: potency is read from the fitted curve at half-maximal effect; % of control where 0% means no effect; many of its hits are not listed in these tables
Target sequence (O00255 whole entry, looked up): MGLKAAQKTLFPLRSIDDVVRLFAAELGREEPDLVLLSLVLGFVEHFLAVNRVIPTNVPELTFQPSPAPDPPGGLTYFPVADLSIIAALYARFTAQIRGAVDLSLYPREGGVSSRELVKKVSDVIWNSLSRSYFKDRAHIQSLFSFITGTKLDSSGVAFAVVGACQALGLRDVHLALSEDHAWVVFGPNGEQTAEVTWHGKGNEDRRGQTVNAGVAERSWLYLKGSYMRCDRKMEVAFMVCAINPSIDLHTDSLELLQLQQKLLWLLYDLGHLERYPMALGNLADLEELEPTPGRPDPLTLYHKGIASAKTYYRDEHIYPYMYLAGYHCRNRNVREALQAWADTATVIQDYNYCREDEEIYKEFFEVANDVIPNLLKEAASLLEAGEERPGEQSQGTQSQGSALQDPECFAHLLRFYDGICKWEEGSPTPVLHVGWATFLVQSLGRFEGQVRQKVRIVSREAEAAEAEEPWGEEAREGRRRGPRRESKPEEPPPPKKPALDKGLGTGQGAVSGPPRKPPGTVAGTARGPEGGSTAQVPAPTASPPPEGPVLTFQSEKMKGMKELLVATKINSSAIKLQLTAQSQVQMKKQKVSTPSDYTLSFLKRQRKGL
Active calls of the source: *; ? = inconclusive; nt = not tested or not shown; [ ] = another dose, or the depositor's remark. Unless noted, calls follow the shape of the dose curve; as a rule, active = well fitted curve in the direction sought with a large enough effect; inconclusive = small, poorly fitted or top-dose-only effect, or another doubt; inactive = no such curve, though single readings can be large; an effect the other way counts as inactive or inconclusive. Only part of the results is shown; count on the stated rates, not on these rows.

canonical_smiles	CXXC DNA block	B2AR arrestin	FBPA coupling cs	KCNH2 3.1 block	KCNH2 WT inh	USP2a inh	PKM2 act	Giardia killer	GALK inhibitor	TRPV1 ag	Menin MLL FP TR
CCCCCC(=O)Nc1ccc(S(=O)(=O)Nc2nccc(C)n2)cc1	1.6%	-0.2%	3.8	-27.3	-8.1	-0.6%	-1.9%	-13.4	7.0%	-0.7	9.0%
Oc1ccc(/C=N/Nc2ncnc3c2ncn3Cc2ccccc2)cc1O	7.7%	-0.8%	-4.8	0.0	-5.4	-0.2%	1.8%	3.3	0.4%	6.4	?
CCOC(=O)/C(C#N)=C/c1cccn1-c1ccc(Cl)cc1	-4.9%	-0.3%	4.3	8.1	-4.1	2.4%	1.2%	-9.2	2.1%	1.2	nt
CCn1cnc2cc(NCc3cccc(OC)c3O)ccc21	22.5%	-0.1%	-5.4	-15.8	-21.8	3.6%	-8.2%	-15.0	-1.5%	6.6	2.3%
O=C1CCc2cc(S(=O)(=O)NCc3ccccc3Cl)cc3c2N1CC3	nt	0.3%	nt	6.4	-3.1	-0.4%	nt	-9.9	nt	-1.5	nt
COC(=O)c1ccc(Oc2ccc3nnc(C)n3n2)cc1	3.0%	-1.0%	2.3	7.4	1.0	-0.5%	-1.1%	-2.4	0.3%	-3.6	-4.3%
CCN(Cc1ccccc1)C(=O)C(C)OC(=O)c1cc(S(=O)(=O)Nc2c(C)n(C)n(-c3ccccc3)c2=O)ccc1C (stereo not given)	-3.9%	0.1%	1.1	-7.5	nt	-1.0%	-7.0%	3.1	8.4%	-0.5	-24.5%
COc1ccc(S(=O)(=O)NC2CCCCC2)cc1C	-3.3%	1.0%	1.1	-6.5	3.8	0.0%	7.2%	5.0	-4.2%	10.0	-13.8%
CCc1nc(SCC(=O)Nc2ccc(OC)cc2[N+](=O)[O-])n[nH]1	-6.2%	0.2%	6.2	1.9	-1.5	2.6%	25.1µM*	-3.7	0.7%	1.4	nt
CSc1ncccc1C(=O)NC(C)CCc1ccccc1 (stereo not given)	-12.9%	0.4%	-0.1	5.6	-1.6	-3.2%	nt	-4.8	nt	-1.7	3.3%
COc1ccc(-c2ccc(SCC(=O)c3ccc(F)cc3)nn2)cc1OC	8.1%	-0.5%	3.5	-10.0	1.8	-1.6%	0.0%	-3.5	-1.0%	-1.3	1.6%
COCCOC(=O)c1c(NC(=O)CN2CCOCC2)sc(C(N)=O)c1C	2.7%	0.0%	-1.2	-1.0	0.5	0.5%	5.2%	5.9	-1.3%	-2.4	2.9%
COc1cc(/C=C2\SC(=S)N(CCC(=O)Nc3ccccn3)C2=O)cc(OC)c1OC	28.8%	-0.1%	-1.1	-4.5	5.3	-0.1%	11.1%	-21.7	-3.4%	2.0	?
O=C(CC(C(=O)O)C1CCCO1)Nc1cccc(C(F)(F)F)c1 (stereo not given)	-1.2%	0.3%	5.8	3.0	0.6	6.8%	24.9%	-2.4	3.9%	-4.0	-2.6%
CCC(CO)Oc1cc(NCc2cccc(O)c2)c2ncn(C(C)C)c2c1 (stereo not given)	nt	-0.1%	nt	-24.7	5.5	5.3%	nt	-14.8	nt	nt	nt
O=C(Cn1cc([N+](=O)[O-])cn1)N1CCc2ccccc21	-6.7%	-0.4%	5.2	5.5	-26.6	0.0%	-1.9%	-3.6	2.8%	0.4	1.0%
CCC(=O)N(Cc1cc2ccc(C)cc2n2nnnc12)C1CCCCC1	7.3%	0.4%	6.7	-8.4	-4.1	3.0%	-1.1%	0.5	-0.3%	6.6	-5.0%
Cc1ccc(NC(=O)c2nc(S(=O)(=O)Cc3ccccc3)ncc2Cl)cc1	-3.5%	-0.3%	1.4	-17.9	0.2	-1.2%	nt	-1.9	1.0%	-0.9	38.8%[activator]
CCc1ccc(C2=NN(c3ccc(S(N)(=O)=O)cc3)C(c3ccc(F)cc3)C2)cc1 (stereo not given)	4.2%	0.0%	-6.1	-8.1	-16.4	-5.9%	2.0%	16.5	-1.3%	1.8	12.3%
O=C(NNc1cc(Cl)ccc1Cl)c1cccnc1Cl	-4.4%	-0.3%	-0.8	7.0	-3.6	0.3%	-4.5%	-4.4	-2.1%	6.8	0.0%
Cc1cccc(C)c1NC(=S)N=Nc1c(O)n(C)c2ccc(S(=O)(=O)N3CCOCC3)cc12	4.6%	-0.8%	3.9	-22.8	-1.2	1.2%	0.5%	4.7	nt	-1.5	15.7%
Cc1cccc(C(=O)NCc2nnc(SCc3ccc(F)cc3)n2C)c1	0.5%	-0.3%	-0.3	8.4	17.8	1.2%	23.0%	-8.7	3.0%	-1.5	-15.6%
Cc1ccc(C(=O)NCc2ccc3c(c2)OCO3)cc1S(=O)(=O)N1CCCCC1	0.7%	0.0%	-3.6	-13.6	-91.0*	2.1%	2.3%	16.6	-0.3%	?	-0.5%
CCCCNC(=O)Cc1ccc(Br)cc1	-0.6%	-0.5%	2.6	36.4	5.2	-0.2%	-0.1%	4.1	-1.4%	26.1	7.2%
Nc1nc(SCC(=O)N2CCCCC2)[nH]c(=O)c1NC(=O)c1ccccc1F	6.9%	0.0%	nt	nt	-11.1	1.6%	nt	-14.8	-4.8%	1.6	nt
COc1cc(/C=N/NC(=O)C2COc3ccccc3O2)cc(OC)c1OC (stereo not given)	3.1%	-0.6%	5.7	16.8	6.8	3.0%	-1.5%	-13.9	nt	0.2	-1.9%
COc1cc(S(=O)(=O)NCc2ccncc2)c(OC)cc1Cl	7.7%	-0.1%	2.1	2.6	1.2	0.6%	-0.5%	2.5	-1.4%	-0.7	-2.7%
O=C(c1cn(-c2ccccc2)nc1-c1ccc(F)cc1)N1CCCCC1	0.7%	-0.4%	1.0	-18.3	-0.9	1.8%	0.5%	1.6	1.3%	?	?
Fc1ccc(CSc2nnc(-c3cnccn3)n2Cc2ccco2)cc1	-1.5%	0.0%	0.3	-19.3	-6.9	0.0%	5.1%	-1.0	-2.1%	-1.1	-11.4%
Cn1c(C(=O)OC(C(=O)NC(C)(C)C)c2cccnc2)cc2sccc21 (stereo not given)	3.5%	-0.3%	-0.6	9.7	2.5	-0.2%	0.6%	5.8	7.8%	8.7	10.5%
CCOC(=O)c1cnn(-c2ncnc3sc4c(c23)CCC4)c1N	-2.2%	-0.2%	-0.5	-1.0	7.3	-0.2%	-4.2%	-3.5	-0.3%	2.0	-2.0%
Cc1nn(-c2ccccc2)c2c1c(C)c(CCC(=O)N1CCOCC1)c(=O)n2C	9.4%	-0.4%	-0.3	-4.6	-7.4	2.2%	1.1%[0.46 µM]	-16.0	0.0%	?	?
O=C(Cn1cnc2cc([N+](=O)[O-])ccc2c1=O)Nc1ccc2c(c1)CCC2	18.7%	-0.9%	0.1	-23.6	-2.5	1.9%	9.5%	2.4	1.8%	-2.5	?
CCOC(=O)c1csc(NC(=O)CN2CCCCC2)n1	2.1%	0.5%	1.7	0.6	-1.8	2.0%	nt	15.7	4.1%	-3.0	-24.9%
COc1cc2cc(CCCOC(=O)c3cccc(Br)c3)oc(=O)c2cc1OC	nt	0.1%	nt	6.1	-5.1	-2.3%	nt	24.8	nt	24.9	nt
CCOC(=O)C1CCN(C(=O)c2cccc(S(=O)(=O)Nc3ccc(C)cc3C)c2)CC1	11.0%	0.2%	-5.9	-8.8	6.6	-0.3%	1.8%	18.9	12.0%	14.6	-13.0%
S=C(NCCNC(=S)Nc1ccccc1Cl)Nc1ccccc1Cl	-9.5%	-1.1%	-0.6	-7.2	2.0	1.7%	nt	-24.0	nt	4.0	61.3%[activator]
COc1ccc2[nH]c3c(NCCC4=CCCCC4)ncnc3c2c1	9.2%	-0.2%	-0.8	-12.3	0.5	-1.5%	-2.2%	-9.3	-2.7%	4.3	?
Cc1cccc(NCc2nc3ccccc3n2C)c1	3.1%	0.1%	1.0	-9.8	-11.0	-0.2%	-5.2%	-3.4	0.1%	2.3	3.0%
Cc1ccc(CNC(=O)Cc2ccc(-n3cccc3)cc2)cc1	0.1%	-2.6%	1.1	-0.6	-2.9	-1.0%	5.4%	8.2	2.7%	3.9	?
COC(=O)c1c(C)[nH]c(C)c1C(C)=O	5.3%	0.1%	2.0	-13.9	13.7	-1.8%	-2.1%	10.0	1.4%	-0.5	nt
COCCCn1cc(C(=O)c2cc(Br)ccc2O)cc(C#N)c1=O	15.3%	-0.3%	4.1	5.7	1.4	3.3%	26.7%	3.7	-3.1%	11.3	15.4%
Cc1nc(-c2nc(-c3c(C(=O)NN)noc3C)cs2)cs1	-3.0%	-0.2%	1.7	nt	-6.1	-0.8%	23.3%	-9.8	13.5%	2.7	-9.1%
CCCC1Cc2nc(N3CCCCC3)c(C#N)cc2CO1 (stereo not given)	-10.2%	-0.6%	-6.5	nt	-11.7	-1.8%	1.5%	-8.9	0.5%	2.1	?
